IMPase Li cell – qHTS Assay for Identifying the Cell-Membrane Permeable IMPase Inhibitors: Potentiation with Lithium. Potency, µM (doses to about 59.4 µM), for inactives: top-dose activity, negative = IMPase inhibition, hits mostly inhibitors. CHO-M1 cells, IP1 TR-FRET (IP-One), carbachol + lithium. actives 0.35% (n = 210,000);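 further: IP1 builds up when IMPase is blocked and the TR-FRET signal falls; potency means the concentration at half of the fitted maximal effect; plate controls were basal vehicle for no effect and high inhibitor control for full effect; nearly all actives have a fitted effect of over 50% in size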
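Steps: plate 2000 CHO-M1 cells per well and culture 16–30 h; add compound and lithium; incubate 30 min, 37C; add d2-IP1 tracer and Eu cryptate anti-IP1 antibody in lysis buffer; read after 10 min at room temperature.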
CBFb-RUNX1 inh – qHTS Assay for Compounds Blocking the Interaction Between CBF-beta and RUNX1 for the Treatment of Acute Myeloid Leukemia | Runt-related transcription factor 1 (Homo sapiens) + Core-binding factor subunit beta … | AlphaScreen CBFb-His/RUNX1-biotin binding, biochemical | Potency, µM (highest dose often 59.8 µM), for the others: at the top dose activity, negative = inhibition, actives largely listed as inhibitors | 230,000 tested, under 10 active; further: % of control where 0% means no effect
Target sequence (Q01196 whole entry, looked up): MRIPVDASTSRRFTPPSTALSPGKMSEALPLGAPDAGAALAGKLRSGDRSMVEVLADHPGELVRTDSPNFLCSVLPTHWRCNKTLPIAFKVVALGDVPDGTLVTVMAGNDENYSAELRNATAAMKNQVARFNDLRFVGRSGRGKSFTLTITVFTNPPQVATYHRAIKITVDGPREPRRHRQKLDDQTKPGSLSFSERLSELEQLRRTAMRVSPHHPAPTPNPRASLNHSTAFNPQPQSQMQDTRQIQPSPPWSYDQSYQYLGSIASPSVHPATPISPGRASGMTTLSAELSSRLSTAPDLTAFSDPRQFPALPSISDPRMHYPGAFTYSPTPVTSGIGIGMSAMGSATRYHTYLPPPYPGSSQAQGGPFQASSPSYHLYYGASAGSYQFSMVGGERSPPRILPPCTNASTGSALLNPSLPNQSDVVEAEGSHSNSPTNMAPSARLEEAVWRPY
Target sequence (Q13951 whole entry, looked up): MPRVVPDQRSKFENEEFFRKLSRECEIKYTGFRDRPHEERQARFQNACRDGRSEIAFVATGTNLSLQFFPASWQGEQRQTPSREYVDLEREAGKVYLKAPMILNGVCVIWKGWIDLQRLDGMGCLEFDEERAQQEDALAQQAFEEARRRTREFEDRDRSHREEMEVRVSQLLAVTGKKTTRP
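Inhibition was taken as any reduction in AlphaScreen signal from the CBF-beta–RUNX1 pair (His and biotin tags, 30 nM each), measured after compound (15 min) and bead (90 min) incubations at room temperature.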
Epigenetic derep – Quantitative High-Throughput Screen for Regulators of Epigenetic Control; murine LDR cells, GFP reporter derepression, 30 h; Potency, µM (titrated, usually from 53.9 µM), without a hit: at the top dose GFP activation, hits mostly activators; actives 0.2% (n = 280,000); further: potency means the concentration at half of the fitted maximal effect; % of control where 0% means no effect; nearly all actives have a fitted effect of over 60% in size
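Murine LDR cells carrying a silenced, genomically integrated CMV-driven GFP reporter were exposed to compound for 30 hours at 37 C. After PBS washes, GFP-positive cells (20–120 um objects) were counted by laser-scanning microplate cytometry.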
KinaseGlo FLuc – Counterscreen for Luciferase (Kinase-Glo TM) Inhibition | Luciferin 4-monooxygenase (Photuris pensylvanica), Q27757 | actives 0.28% (n = 200,000) | AID 1379, 2008 | Kinase-Glo luciferase, ATP luminescence, 8 min | Potency, µM (series often up to 38.3 µM), inactives show top-dose activity change, negative = inhibition, most hits filed as inhibitors; further: potency means the concentration at half of the fitted maximal effect; on the % scale 0 is the no-effect control and ±100 the full control effect; nearly all actives have a fitted effect of over 60% in size
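Recombinant Kinase-Glo luciferase, 10 uM ATP (linear range), luciferin; imidazole pH 7.2 / KCl / MgCl2 / Tween / BSA buffer; 8 min RT; luminescence.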
* hit, by the source's call; ? = inconclusive; nt = not tested or not shown; & = joins results of further samples; [ ] = another dose, or the depositor's remark. The call rests on the fitted dose curve; in most records, active means well fitted curve in the direction sought with a large enough effect; inconclusive means small, poorly fitted or top-dose-only effect, or another doubt; inactive means no such curve, though single readings can be large; an effect the other way counts as inactive or inconclusive. This is a subset. The share of hits here may be higher or lower than overall.

The line under a structure holds: CBFb-RUNX1 inh, IMPase Li cell, Epigenetic derep, KinaseGlo FLuc
CCN(CC)C(=O)c1ccc(NC(=O)COc2ccc(-c3nn(C)c(=O)c4ccccc34)cc2)cc1
  nt, nt, 0.0%, nt
COc1ccccc1C1SCC(=O)Nc2c1c(C)nn2-c1cccc(C)c1 (centres undefined)
  nt, nt, 4.8%, nt
Cc1oc(-c2ccccc2Cl)nc1CN1C(=O)CN=C(c2ccccc2)c2cc(Cl)ccc21
  nt, nt, -1.9%, nt
N#Cc1cc2c(nc1SCC(=O)Nc1cccc(C(F)(F)F)c1)C1CCN2CC1
  nt, nt, 0.0%, nt
Nc1c(C(=O)Nc2cccc(Br)c2)sc2nc3c(cc12)N1CCC3CC1
  nt, nt, -0.2%, nt
Cc1oc2cc3oc(=O)c(CCC(=O)N4CCCCC4)c(C)c3cc2c1C
  nt, nt, -1.9%, nt
Cc1ccc(OCC(=O)N2CCN(Cc3ccc(F)cc3)CC2)cc1
  nt, nt, -0.6%, nt
CCCSc1nc2ccccc2c(=O)n1-c1ccccc1OC
  nt, nt, -2.7%, nt
Cc1ccccc1-n1nc(C)c2c1NC(=O)CSC2c1ccc(Cl)cc1 (centres undefined)
  nt, nt, -3.5%, nt
O=C(Nc1ccc(Br)cc1C(=O)c1ccccc1)c1ccccc1
  nt, nt, -0.5%, nt
COc1cc(OC)cc(C(=O)Nc2ccc(Cl)cc2C(=O)c2ccccc2Cl)c1
  nt, nt, -1.6%, nt
O=C(c1ccc2c(c1)N(Cc1c(F)cccc1Cl)C(=O)c1ccccc1S2)N1CCC2(CC1)OCCO2
  nt, nt, -1.3%, nt
CCOc1ccc(CN(CCc2ccc3c(c2)OCO3)Cc2ccc(CC)cc2)cc1
  nt, nt, -0.5%, nt
COc1ccc2nc(NC(=O)c3nc(S(=O)(=O)Cc4cccc(C)c4)ncc3Cl)sc2c1
  nt, nt, ?, nt
O=S1(=O)N(Cc2ccccc2)CCCN1Cc1ccc(F)cc1Cl
  nt, nt, 1.3%, nt
CC(C)[C@]1(O)[C@@H](OC(=O)c2ccc[nH]2)[C@]2(O)[C@@]3(C)C[C@@]4(O)O[C@@]5([C@H](O)[C@@H](C)CC[C@]35O)[C@]2(O)[C@]41C
  nt, 4%, nt, -1%[7.66 µM]
O=C(Nc1cccc(F)c1)N1CC[C@@]2(CCCN(C(=O)Oc3ccccc3)C2)C1
  nt, 12%, nt, 3%
c1cc(CCN2CCCCC2)ccn1
  nt, -6%, nt, -10%[7.66 µM]
COc1cc2c(cc1OC)[C@@]13CCN4C=C5CCO[C@H]6CC(=O)N2[C@@H]1C6[C@H]5C[C@H]43 (some centres undefined)
  nt, -2%, nt, -4%[7.66 µM]
CC1=NN(c2ccc(S(=O)(=O)O)cc2C)C(=[OH+])[C@H]1N=Nc1cc(S(=O)(=O)O)ccc1C(=O)O.O.[Cr]
  nt, 18%, nt, -6%[7.66 µM]

Later entries
The line under a structure holds: CBFb-RUNX1 inh, IMPase Li cell, Epigenetic derep, KinaseGlo FLuc
c1cncc(CNCCN2CCNCC2)c1
  nt, 5%, nt, -4%[7.66 µM]
O=C(O)[C@@H]1[C@H](C(=O)O)[C@]2(Cl)C(Cl)=C(Cl)[C@@]1(Cl)C2(Cl)Cl
  nt, -7%, nt, -6%[7.66 µM]
O=C(Oc1ccccc1)N1CCC[C@@]2(CCN(Cc3nccs3)C2)C1
  nt, 19%, nt, 2%
CN1CC[C@@]2(CCCN(C(=O)Oc3ccccc3)C2)C1
  nt, 8%, nt, -1%
c1ccc(N2CC[C@@]3(CCCNC3)C2)nc1
  nt, 15%, nt, -4%
[Cl][Pd][Cl].[S-]C1=C2N=CN[C-]2[NH+]=C[N-]1.[S-]c1ncnc2[nH]cnc12
  nt, 5%, nt, -1%[7.66 µM]
CS(=O)(=O)O[C@H]1CN2CCC1CC2
  nt, 19%, nt, -3%[7.66 µM]
CC(=O)O[C@H]1CC[C@@]2(C)[C@@H](CC[C@H]3[C@H]2CC(=O)[C@]2(C)[C@@H]3C[C@@H](N3CC3)[C@H]2C(C)=O)C1
  nt, -9%, nt, -7%[7.66 µM]
CCNC(C)(C)[C@@H](SS)c1ccc(Br)cc1
  nt, 14%, nt, -4%[7.66 µM]
O=P(O)(OP(=O)(O)c1ccccc1)c1ccccc1 (tested in a mixture with another compound)
  nt, 5%, nt, -4%[7.66 µM]
CN1CC[C@@]2(CCCN(C(=O)c3ccco3)C2)C1
  nt, 9%, nt, 1%
C[C@@]12CC[C@H](O)C[C@@H]1CC[C@@H]1[C@@H]2CC[C@@]2(C)[C@@H](C3=CC(=O)OC3)[C@H](O)C[C@]12O
  nt, 4%, nt, -3%[7.66 µM]
COc1ccc(NC(=O)N2CC[C@@]3(CCCN(C(=O)Oc4ccccc4)C3)C2)cc1
  nt, 13%, nt, -2%
CC(C)CNCCc1ccccn1
  nt, -1%, nt, -4%[7.66 µM]
c1cnc(N2CCCC3(CCNCC3)C2)nc1
  nt, 13%, nt, 0%
CC1(C)N=C(N)N=C(N)N1c1cccc(C(=O)Nc2ccc(S(=O)(=O)F)cc2)c1
  nt, 0%, nt, -1%[7.66 µM]
c1ccc2c([C@@H]3CCN(CCN4CCOCC4)C3)c[nH]c2c1
  nt, 3%, nt, 0%[7.66 µM]
c1ccc(CCN2CCCCCC2)nc1
  nt, -1%, nt, -1%[7.66 µM]
C[C@H](CC(C#N)(c1ccccc1)c1ccccc1)N1CCCCC1
  nt, 21%, nt, -2%[7.66 µM]
Cc1ccc(OP(=O)(Oc2ccc(C)cc2)N2C=Cc3ccccc3[C@H]2C#N)cc1
  nt, -2%, nt, -2%[7.66 µM]

Going on with the list:
The line under a structure holds: CBFb-RUNX1 inh, IMPase Li cell, Epigenetic derep, KinaseGlo FLuc
NC1(P(=O)(O)O)CCCCC1
  nt, 0%, nt, -1%[7.66 µM]
C[C@@H](Cc1ccc(Cl)cc1Cl)NO
  nt, -7%, nt, -6%[7.66 µM]
O=S(=O)(Nc1nccs1)c1ccc([As](=O)(O)O)cc1
  nt, -3%, nt, -1%[7.66 µM]
CN1CC[C@@]2(CCCN(C(=O)c3ccncc3)C2)C1
  nt, -3%, nt, 0%
c1ccc(N2CCC3(CCNCC3)CC2)cc1
  nt, 0%, nt, -1%
NCC[Se][Se]CCN
  nt, 12%, nt, -25%[7.66 µM]
N[C@@H](Cc1c[nH]c2cc([N+](=O)[O-])ccc12)C(=O)O
  nt, -3%, nt, -6%[7.66 µM]
O=C(c1cnccn1)N1CCC2(CC1)CN(Cc1ccncc1)C2
  nt, 13%, nt, -2%
CCC1=C(C[C@H]2NCCc3cc(OC)c(OC)cc32)C[C@H]2c3ccccc3CCN2C1
  nt, -2%, nt, -2%[7.66 µM]
CC(C)CN1CCCC2(CCN(C(=O)Oc3ccccc3)CC2)C1
  nt, 34%, nt, -4%
Cc1ccc(C2(c3ccc(C)c(O)c3C)CCN(C)CC2)c(C)c1O
  nt, 0%, nt, 1%[7.66 µM]
c1csc(CN2CCC3(CCNCC3)CC2)n1
  nt, 6%, nt, 0%
CO[C@@H]([CH2][Hg])CN1C(=O)c2ccccc2S1(=O)=O.Cn1c(=O)c2nc[nH]c2n(C)c1=O
  nt, -9%, nt, 1%[7.66 µM]
O=C(O)C(Oc1nc(=S)[nH]c(=S)[nH]1)(c1ccc(Cl)cc1)c1ccc(Cl)cc1
  nt, -6%, nt, -1%[7.66 µM]
C[C@@]12Cc3cnc(-c4ccccc4)nc3C[C@@H]1CC[C@@H]1[C@H]3CC[C@@](C)(O)[C@]3(C)CC[C@@H]12
  nt, 5%, nt, -3%[7.66 µM]
O=C(O)[C@@H](O)[C@@H](O)C1[O][Sb][O][C@@H]1CO (some centres undefined)
  nt, -3%, nt, -1%[7.66 µM]
Cc1nc2ccccc2cc1C[N+]12CN3CN(CN(C3)C1)C2
  nt, -7%, nt, 0%[7.66 µM]
c1nc(N2CC2)c2cnn([C@@H]3CCCCO3)c2n1
  nt, 6%, nt, -3%[7.66 µM]
O=[As](O)(O)c1ccc(NCc2ccccc2)cc1
  nt, -6%, nt, -1%[7.66 µM]
Oc1ccc(CCNCc2cc3c(cc2Br)OCO3)cc1
  nt, 2%, nt, -1%[7.66 µM]

Other structures
The line under a structure holds: CBFb-RUNX1 inh, IMPase Li cell, Epigenetic derep, KinaseGlo FLuc
O=C(Oc1ccccc1)N1CCC2(CCN(Cc3ccncc3)CC2)CC1
  nt, 26%, nt, -4%
CC(C)[C@@H](Br)C(=O)NCC(=O)O
  nt, 6%, nt, -4%[7.66 µM]
COc1ccc(C(=O)O[C@H]2CC[C@@]3(C)[C@H]4CC[C@H]5[C@]3(C[C@]3(O)[C@H]6CN7C[C@H](C)CC[C@H]7[C@](C)(O)[C@]6(O)[C@H](O)C[C@]53O)O[C@]24O)cc1OC
  nt, 1%, nt, -4%[7.66 µM]
C[C@@H]1O[C@H](OC2[C@@H](O)[C@H](O)C(O)[C@H](O)[C@H]2O)[C@@H](N)C[C@@H]1N=C(N)C(=O)O (some centres undefined)
  nt, 0%, nt, -2%[7.66 µM]
O=C(O)Cc1ccc([N+](=O)[O-])cc1[N+](=O)[O-]
  nt, -5%, nt, -4%[7.66 µM]
OCC1CO1 (centres undefined)
  6%[21.7 µM], 23%, nt, nt
O=[N+]([O-])c1cccc(CCl)c1
  13%[21.7 µM], -2%, nt, nt
CCCCOCC1CO1 (centres undefined)
  0%[21.7 µM], -10%, nt, nt
O=C(Cl)OCc1ccccc1
  18%[21.7 µM], -10%, nt, nt
Cc1cccc([N+](=O)[O-])c1
  5%[21.7 µM], 15%, nt, nt
CCCCOC(C)=O
  7%[21.7 µM], -17%, nt, nt
ClC(Cl)=C(Cl)Cl
  7%&1%[21.7 µM], -4%&6%, nt, nt
O=[N+]([O-])c1ccccc1CCl
  2%[21.7 µM], -13%, nt, nt
[O-][Cl+]O
  -1%[21.7 µM], -16%, nt, nt
O=Cc1ccc(Cl)cc1Cl
  8%[21.7 µM], 7%, nt, nt
OCC(Cl)CCl (centres undefined)
  8%[21.7 µM], -2%, nt, nt
C#CCO
  5%[21.7 µM], -5%, nt, nt
ClCBr
  4%[21.7 µM], -5%, nt, nt
N#CSCSC#N
  4%[21.7 µM], 40%[activator], nt, nt
Brc1cccc(-c2ccccc2)c1
  -3%[21.7 µM], -5%, nt, nt

New compounds follow
The line under a structure holds: CBFb-RUNX1 inh, IMPase Li cell, Epigenetic derep, KinaseGlo FLuc
O=[N+]([O-])c1ccc(Cl)c(Cl)c1Cl
  5%[21.7 µM], 6%, nt, nt
Cc1c(N)cccc1N
  ?, 1%, nt, nt
O=S(=O)(Cl)c1ccccc1
  28%[21.7 µM], 3%, nt, nt
Cc1cc(N=Nc2ccccc2C)ccc1N
  ?, 9%, nt, nt
c1ccc(N=NNc2ccccc2)cc1
  -25%[21.7 µM], -1%, nt, nt
Cc1ccc([N+](=O)[O-])cc1C
  4%[21.7 µM], 13%, nt, nt
Cc1ccc(N)c(N)c1
  ?, 16%, nt, nt
OCCCBr
  2%[21.7 µM], 16%, nt, nt
CC(=O)/C=C/c1ccccc1
  9%[21.7 µM], 4%, nt, nt
OCCOCCO
  -4%[21.7 µM], 7%, nt, nt
Nc1ccc(-c2ccc(N)c(Cl)c2)cc1Cl
  11%[21.7 µM], 26%, nt, nt
Clc1nc(Cl)nc(Nc2ccccc2Cl)n1
  22%[21.7 µM], 2%, nt, nt
COc1ccc(C=O)cc1
  12%[21.7 µM], -14%, nt, nt
Nc1ccc([N+](=O)[O-])cc1[N+](=O)[O-]
  0%[21.7 µM], 5%, nt, nt
Cl/C=C/CCl
  7%[21.7 µM], 5%, nt, nt
NC1CCC(CC2CCC(N)CC2)CC1 (centres undefined)
  3%[21.7 µM], 22%, nt, nt
Clc1cc(Cl)c(-c2cc(Cl)c(Cl)cc2Cl)cc1Cl
  8%[21.7 µM], 4%, nt, nt
CC(O)CCl (centres undefined)
  6%[21.7 µM], 7%, nt, nt

Screens from PubChem.
